HTR5A ag – HTR5A agonism, opioid heterodimer counter-screen | activation, % at 9.3 µM | HTR5A agonist assay, luminescence, cell-based | 340,000 tested, 0.61% active; in the data active = activation mostly above about 9.5%, no sharp cut-off; inactive = mostly below about 7.6%;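 also: 0% = cells with vehicle only and 100% = reference agonist; strong numbers were not always called active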
PKA-R2B act – PKA-R2B complex activation | activation, % at 11.4 µM | 340,000 tested, 0.079% active | P22694+P31323 | PKA-R2B holoenzyme dissociation, Cy5-IP20 fluorescence polarization; R2B truncated from residue 108, S112A mutant; 0% DMSO only, 100% 113 µM cGMP | AID 504700;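 active = activation above a cutoff set at the mean over all compounds plus 3 SD, cut at about 18% in these data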;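 also: higher means more holoenzyme dissociation and a rise in polarization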
Target sequence (P31323 whole entry, looked up, other chains not shown, the tested form may be a part): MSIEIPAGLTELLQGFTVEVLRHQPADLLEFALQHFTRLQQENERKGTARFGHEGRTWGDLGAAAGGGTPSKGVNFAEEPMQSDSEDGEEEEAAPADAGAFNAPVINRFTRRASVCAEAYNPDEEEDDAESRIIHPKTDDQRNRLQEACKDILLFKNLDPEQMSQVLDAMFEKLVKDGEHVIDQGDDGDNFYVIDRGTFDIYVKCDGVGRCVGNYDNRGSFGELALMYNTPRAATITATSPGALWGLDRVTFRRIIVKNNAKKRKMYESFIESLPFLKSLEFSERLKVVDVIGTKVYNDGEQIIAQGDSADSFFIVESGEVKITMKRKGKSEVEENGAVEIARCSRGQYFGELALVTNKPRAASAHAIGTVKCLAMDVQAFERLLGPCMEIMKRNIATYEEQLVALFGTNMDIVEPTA
HTR5A inv ctr – inverse agonist of human HTR5A in OPRM1-OPRD1 counter-screen. 340,000 tested, 0.083% active. P47898. HTR5A cell line, luminescence, inverse agonism. inhibition, % at 9.3 µM; in the data active = inhibition mostly above about 23%, no sharp cut-off; inactive = mostly below about 18%;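 also: 0% = cells with DMSO and 100% = no-cell wells with DMSO; some compounds called inactive have numbers as strong as hits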
DAGLB inh – diacylglycerol lipase beta (human) inhibition; inhibition, % at 5.17 µM; Q8NCG7; 340,000 tested, 0.059% active; HEK293T DAGLB membrane lysate, EnzChek fluorogenic substrate; AID 504411; in the data active = inhibition above about 34%;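 also: 0% = enzyme with vehicle and 100% = wells lacking enzyme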
Target sequence (Q8NCG7 whole entry, looked up): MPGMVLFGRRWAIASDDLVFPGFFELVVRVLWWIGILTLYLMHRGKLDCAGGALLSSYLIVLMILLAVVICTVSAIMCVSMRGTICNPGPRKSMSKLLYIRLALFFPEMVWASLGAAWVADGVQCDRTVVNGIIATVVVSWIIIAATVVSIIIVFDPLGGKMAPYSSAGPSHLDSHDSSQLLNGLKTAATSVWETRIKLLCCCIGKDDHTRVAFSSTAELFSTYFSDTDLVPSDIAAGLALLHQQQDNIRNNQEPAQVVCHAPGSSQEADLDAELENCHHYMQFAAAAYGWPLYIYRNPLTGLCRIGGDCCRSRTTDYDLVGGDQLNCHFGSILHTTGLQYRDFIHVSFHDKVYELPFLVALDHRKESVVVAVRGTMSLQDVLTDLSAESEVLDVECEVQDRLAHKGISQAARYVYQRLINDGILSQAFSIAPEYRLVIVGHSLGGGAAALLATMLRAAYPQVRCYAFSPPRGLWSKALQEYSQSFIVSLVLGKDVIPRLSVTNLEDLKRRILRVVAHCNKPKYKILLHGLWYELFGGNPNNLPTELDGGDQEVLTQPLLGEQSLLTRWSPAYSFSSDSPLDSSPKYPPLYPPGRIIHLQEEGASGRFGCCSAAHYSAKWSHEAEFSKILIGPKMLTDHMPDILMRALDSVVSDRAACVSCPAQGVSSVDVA
phage Ecoli inh – E. coli growth loss with phage present; growth absorbance; inhibition, % at 11.9 µM; 360,000 tested, 0.26% active; in the data active = inhibition above about 11%
AddAB inh – less growth of phage-infected E. coli with AddAB | AID 435030 | inhibition, % at 11.9 µM | E. coli expressing H. pylori AddAB, absorbance growth | 330,000 tested, 0.29% active; in the data active = inhibition above about 12%;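 also: 0% = vehicle wells of infected cells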
Ecoli viability – bacterial growth inhibition, counter-screen for AddAB inhibitors; AID 449728; E. coli V3065 growth, OD600 absorbance, 18 h; 330,000 tested, 0.27% active; inhibition, % at 11.9 µM;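 active = inhibition above the campaign's mean inhibition across all tested compounds plus 3 SD, cut at about 9.9% in these data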;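 also: uninfected addAB+ strain grown without phage in ampicillin broth; 0% = DMSO wells and 100% = ciprofloxacin 0.95 µg/ml wells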
CDK5 inh – inhibitors of human CDK5/p35 kinase. Recombinant CDK5/p35, ADP-Glo luminescence, 60 min. inhibition, % at 10 µM. 330,000 tested, 0.01% active;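 active = highest replicate inhibition of at least 50% and at least 75% of replicates reaching 50%; inconclusive = only one of the two criteria met; inactive = both criteria failed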;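 also: plate controls were DMSO neutral control for no effect and GW8510 at 10 µM for full effect; many of its hits are not listed in these tables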
Tat transport – inhibitors of E. coli Tat protein transport | E. coli MC4100 TorA-mCherry Tat export, fluorescence | inhibition, % at 10 µM | 340,000 tested, 0.036% active | AID 488895;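 active = mean replicate inhibition at least 50% and at least half of replicates individually reaching 50%; inconclusive = only one of the two criteria met; inactive = neither criterion met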;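 also: exported cargo escapes ClpAP degradation while cytoplasmic cargo is degraded and loses fluorescence; 0% = median of neutral control wells and 100% = median of NaSCN control wells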
PKA-R1A act – PKA-R1A complex activation; P00514+P68181; PKA-R1A dissociation, Cy5-IP20 fluorescence polarization; scaled: DMSO 0%, 113 µM cGMP 100%; activation, % at 11.4 µM; 340,000 tested, 0.083% active; AID 504707;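 active = percent activation above the mean of all tested compounds plus 3 SD, cut at about 19% in these data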;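 also: higher means more PKAc released from R1A so a rise in polarization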
SUMO Mot1 rescue – SUMOylation pathway inhibition by Mot1-301 growth rescue; S. cerevisiae Mot1-301 growth rescue, ATP luminescence, 38.5C; percent above DMSO median, 100 means doubled; growth rescue, % at 18.8 µM; 320,000 tested, 1% active;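 active = every valid replicate shows activation above 250% relative to neutral control wells; inactive = the rest, any valid replicate at or below 250%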;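 also: OY570 slx delta 5 strain wells were the positive control but not used for scaling; some compounds called inactive have numbers as strong as hits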
Starred values were filed as active, the others as inactive; ? = inconclusive; / = not tested or not shown; & = joins results of further samples.

SMILES	HTR5A ag	PKA-R2B act	HTR5A inv ctr	DAGLB inh	phage Ecoli inh	AddAB inh	Ecoli viability	CDK5 inh	Tat transport	PKA-R1A act	SUMO Mot1 rescue
Brc1cc2c(cc1C1Nc3ccccc3C3C=CCC31)OCO2 (stereo unspecified)	3	-7	-15	-4	1.8	1.6	-1.2	0.9	-2	4	55
Cc1cccc2cc(CN(CCCN3CCOCC3)Cc3nnnn3C(C)(C)C)c(=O)[nH]c12	6	0	-5	-4	0.5	2.6	0.1	-0.8	-7	4	-6
CCCCCc1nnc(NC(=O)CN2C(=O)C3CCCCC3C2=O)s1 (stereo unspecified)	2	-13	7	-5	-1.0	0.4	-1.6	-0.2	-1	7	-9
Cc1cc(C)c(NC(=O)CS(=O)CC(=O)NCCCc2ccccc2)c(C)c1 (stereo unspecified)	1	-6	-1	1	-0.2	3.9	-1.8	-1.4	-2	0	8
O=C(NNC1=NCCC1)c1cccc(S(=O)(=O)N2CCCC2)c1	0	1	1	-1	3.6	2.1	2.2	-0.5	-2	-3	5
O=C1C=C(NCc2ccc(Cl)cc2Cl)C2(CCCCC2)O1	-5	8	-9	-1	1.1	0.6	-2.9	-1.4	6	-5	-4
Cn1c(SCC(=O)N2CCc3ccccc3C2)nnc1-c1ccncc1	0	-2	-12	-1	-0.2	3.4	0.9	0.4	-7	6	-3
O=S(=O)(N/N=C\c1ccc2c(c1)OCO2)c1ccc(F)cc1	8	-2	13	2	0.6	/	/	0.6	7	-7	19
O=C(N1CCC(O)(c2cccnc2)CC1)C12CC3CC(CC(C3)C1)C2	1	3	-8	-3	1.9	-1.9	-2.3	0.5	-4	0	-8
C#CCn1c(=NC(=O)c2ccccc2[N+](=O)[O-])sc2cc(S(C)(=O)=O)ccc21	1	-11	2	4	1.6	2.6	0.5	-0.9	-1	-7	199
COc1cc(/C=C2\SC(=Nc3ccc(Cl)c(C(=O)O)c3)NC2=O)c(Br)c(Br)c1O	4	-7	-10	-37	1.0	/	/	-3.8	-8	8	9
CN1CCN(c2ccc(NC(=O)COc3ccccc3Cl)cc2)CC1	4	4	-12	1	2.6	2.7	-0.5	1.3	3	-2	10

Next part, starting with the last 2 of the part before.
SMILES	HTR5A ag	PKA-R2B act	HTR5A inv ctr	DAGLB inh	phage Ecoli inh	AddAB inh	Ecoli viability	CDK5 inh	Tat transport	PKA-R1A act	SUMO Mot1 rescue
COc1cc(/C=C2\SC(=Nc3ccc(Cl)c(C(=O)O)c3)NC2=O)c(Br)c(Br)c1O	4	-7	-10	-37	1.0	/	/	-3.8	-8	8	9
CN1CCN(c2ccc(NC(=O)COc3ccccc3Cl)cc2)CC1	4	4	-12	1	2.6	2.7	-0.5	1.3	3	-2	10
O=C(N1CCOCC1)N1CCN(S(=O)(=O)N2CCCCC2)CC1	6	1	13	-1	0.4	4.0	2.7	-1.1	-4	-12	0
Cc1oc(-c2ccccc2F)nc1CSCC(=O)NCc1ccc2c(c1)OCO2	2	-4	-1	-1	1.6	0.9	2.0	0.8	7	-6	-4
C/C=C/c1c(F)c(F)c(Oc2ccc(C(=O)O)cc2)c(F)c1F	0	0	3	6	-1.1	0.0	1.1	-0.4	-5	-3	/
CCCCn1c(N)c(NCC)c(=O)[nH]c1=O	-4	1	6	-2	5.8	/	/	-0.4	-8	9	/
CSC(=NCCCN1CCOCC1)NS(=O)(=O)c1cccs1	-1&1	-11&-1	3&-3	3&1	4.1&1.6	-0.3	3.1	-3.0&1.1	3&0	-9&0	/
O=C1C=CC(=O)N1c1ccccc1N1C(=O)C=CC1=O	2	-2	-7	-2	1.9	/	/	9.5	-5	2	/
COc1ccc(COC(=O)c2c(C)nn(-c3ccccc3)c2Cl)cc1	8	4	-29	-17	2.8	0.7	1.3	-3.8	7	0	-8
OC(CNCCc1ccc(Cl)cc1)COc1cc(Cl)ccc1Cl (stereo unspecified)	-1	-8	3	-8	3.8	1.2	1.1	-0.3	1	4	12
Cc1ccc(S(=O)(=O)N2CCCC2C(=O)N2CCCCCC2)cc1 (stereo unspecified)	-3	-7	9	-1	0.8	1.9	0.2	1.9	3	4	8
CC(C)N(C(=O)Cn1cc(S(=O)(=O)CC(=O)N2CCOCC2)c2ccccc21)C(C)C	3	-4	-3	1	2.4	4.0	2.9	-1.3	-1	5	112
O=C1NC2=C(CCc3ccccc32)C(c2ccccc2)N1 (stereo unspecified)	1	-3	1	-1	4.5	4.8	3.5	0.1	-4	-3	-13
NC(=O)C1=C[C@@H](C2CCCCC2)C[C@@H](OCc2ccc(CO)cc2)O1	2	1	-12	3	3.7	-0.1	-1.9	1.4	-1	-13	26
COc1ccc(CCNC(=O)CN(c2ccccc2)S(C)(=O)=O)cc1OC	3	8	13	-1	0.8	0.8	-2.1	-0.1	3	10	-3
COc1cccc(Nc2nc3ccccc3nc2NS(=O)(=O)c2ccc(NC(C)=O)cc2)c1	6	-5	-5	8	/	2.8	0.9	-1.0	5	-15	-9
COc1ccccc1CCNC(=O)C1CCC(=O)N(Cc2cccc(F)c2)C1 (stereo unspecified)	8	-11	-5	4	2.8	/	/	/	7	2	/
COc1cc(Cl)c(C)cc1NC(=O)COC(=O)C(NS(=O)(=O)c1ccc(Cl)cc1)C(C)O (stereo unspecified)	-1	8	-6	1	1.5	3.0	-0.6	-1.2	-9	1	-26
CCCn1c(SCC(=O)NC2CCCC2)nc2c1c(=O)n(C)c(=O)n2C	2	-6	4	-1	-0.9	1.3	-0.3	-2.0	-3	1	85
COc1ccc(N2CCN(C(=O)c3cc(=O)c4cc(C)cc(C)c4o3)CC2)cc1	3	-2	-10	-1	-2.1	-5.8	-2.7	-0.5	-3	2	-12
CC(=O)C[C@H](O)CC(=O)[C@@H]1OC(=O)CCCCCc2ccccc21	3	3	-12	-3	2.9	3.2	0.4	-4.9	-2	6	-23
O=C(O)CCn1c(=O)c2ccccc2c2ccccc2c1=O	-6	7	-25	-3	-0.4	-1.0	2.4	0.6	3	2	139
O/N=C(/c1ccc(Cl)cc1)C1CC1c1ccccc1 (stereo unspecified)	1	-7	-4	-11	4.0	-1.2	-3.5	-1.0	6	-8	-8
O=C(Nc1cc(Cl)ccc1N1CCCC1)C1=NN(c2ccccc2)C(=O)CC1	7	5	11	-8	-0.1	2.5	0.4	1.8	1	-6	189
CN(C)c1nc(SCC#N)nc(N2CCOCC2)n1	-5	-6	1	3	2.2	-3.1	-1.3	1.3	?	8	62
CN(CC(=O)Nc1ccccc1Oc1ccccc1)Cc1ccccc1F	1	-15	-7	-25	-2.8	2.2	0.5	-0.1	9	-1	16
Cc1ccc(C2CC(c3cccs3)=NN2S(=O)(=O)c2ccc(C)cc2)cc1 (stereo unspecified)	-2	-3	-4	-7	3.0	-0.8	1.5	1.8	4	7	5
O=C(CSc1ccc(-c2ccccn2)nn1)c1ccccc1	3	-4	-15	-4	14*	13*	12*	-0.7	1	-3	-15
CCCCCC(=O)N/N=C/c1ccc([N+](=O)[O-])o1	3	-6	-14	4	8.3	12	7.9	-4.1	-13	-13	-1
O=C(N/N=C1\C(=O)c2cccc3cccc1c23)c1ccc(O)cc1	-4	0	25	0	-2.8	2.5	0.4	0.3	-4	-3	-5
COc1cccc(CSc2ccc(S(=O)(=O)N3CCOCC3)cc2C(=O)NCC2CCCO2)c1OC (stereo unspecified)	4	6	-11	-2	0.8	3.7	-1.7	0.1	-9	5	-10
CCOc1cccc(CN2CCC(CCC(=O)NC3CC3)CC2)c1O	0	3	-20	1	0.6	-0.4	-1.5	-2.9	-4	3	1
COc1ccc(NC(=O)c2ccc(COCC(F)(F)C(F)F)cc2)cc1OC	6	1	-17	-3	0.3	3.7	4.0	-0.2	-7	4	-22
CCS(=O)(=O)Nc1ccc(Cc2ccc(NS(=O)(=O)CC)cc2)cc1	8	8	14	3	0.4	1.1	-0.5	-1.0	0	7	-15
C1CC2CN(c3nc4nonc4nc3N3CCSCC3)CCN2C1 (stereo unspecified)	3	6	-9	3	5.2	-1.3	-0.2	3.6	4	8	134
CC1CCCN(S(=O)(=O)c2ccc(NC(=O)C3CCN(C(=O)c4ccco4)CC3)cc2)C1 (stereo unspecified)	1	4	-6	1	3.3	2.9	-0.6	-0.7	12	0	19
COc1cc2c(cc1OC)C(SC)=NC(C)(C)C2	0	-2	-39	1	3.4	0.6	-3.2	0.3	-3	-10	-4
C[C@H](CO)N1C[C@H](C)[C@@H](CN(C)S(=O)(=O)c2cccs2)Oc2c(NS(=O)(=O)c3ccccc3)cccc2C1=O	-1	9	-1	-1	4.0	3.2	-1.7	-2.4	2	-4	7
Nc1ccccc1SC1CC(=O)N(c2ccc(Cl)c(Cl)c2)C1=O (stereo unspecified)	5	-11	-17	1	2.0	-0.9	-1.3	0.4	2	-12	22
Cc1cccc(NS(=O)(=O)c2cccc(C(=O)Nc3cccc(C(=O)O)c3)c2)c1	6	3	0	3	-0.6	-2.3	-2.3	-1.3	-6	-6	4
CC(=O)Nc1ccc(NC(=O)CSCc2cnn(-c3ccccc3)c2-n2cccc2)cc1	3	-2	-8	2	1.7	1.0	-0.3	2.8	1	8	-5
Nc1nnnn1/N=C/c1ccccc1OCc1ccc(Cl)cc1	11	6	-45	0	3.3	0.5	-2.4	0.3	-4	-1	/
CC(C)CC1NC(=O)N(CC(=O)N2CCN(S(=O)(=O)c3ccc(Cl)cc3)CC2)C1=O (stereo unspecified)	3	-5	-6	-2	-1.7	1.0	0.2	-4.7	-4	-1	2
COc1ccc(C(=O)OCC(=O)NC(C)CCc2ccccc2)cc1 (stereo unspecified)	1	2	-2	-2	0.5	-0.3	-1.7	-1.0	8	-3	-8
Cc1ccc(C(=O)N2CCCC(N(C)Cc3ccccc3)C2)s1 (stereo unspecified)	-3	8	-9	0	3.1	/	/	0.1	-3	-5	-21
CCOC(=O)n1c(=O)oc2ccc(Cl)cc21	7	-8	-43	-4	2.8	1.3	0.2	5.3	-12	-3	/
CC[C@@H](C)C(NC(=O)OC(C)(C)C)c1cn([C@@H](CCC(=O)OC(C)(C)C)C(=O)N2CCN(C(=O)OC(C)(C)C)CC2)nn1 (stereo partly specified)	0	-4	4	3	0.0	2.6	-2.9	-1.9	3	-2	-4
Cc1nc2c(cnn2-c2ccccc2Cl)c(=O)n1-c1ccc(N2CCC(C)CC2)cc1	1	-7	-2	4	0.8	-0.6	3.9	0.7	-4	2	-7
Cc1cc(Nc2ccc(F)cc2)nc(N)n1	-6	12	14	-1	6.7	2.4	-0.6	-1.1	0	3	-6
CC(=O)NCC1CCCN(C(=O)c2oc3c(F)cccc3c2C)C1 (stereo unspecified)	0	2	0	0	3.1	0.0	-1.3	0.3	5	-4	1
COC(=O)c1sccc1NC(=O)CSc1nnnn1-c1ccccc1F	4	-2	-10	-1	2.5	2.3	1.5	-1.2	0	1	137
O=C(O)c1csc(Cc2ccccc2)n1	2	-7	0	-1	2.1	0.8	7.5	-1.7	-12	3	-6

Screening data (PubChem)
